Screens from PubChem BioAssay.
Wee1 degr inh – human Wee1 degradation inhibition, primary screen; HeLa Luc-Wee1K328M stability, luciferase luminescence; 100% = proteasome inhibitor MG132 effect; reporter increase, % at 5 µM; hit rate 1.2% among 220,000; AID 1321;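 active = activation above the mean of all tested compounds plus 3 SD, set per screening run, cut at about 8.8% in these data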;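 also: cells exposed to compound for 20 h before luminescence read; 0% = DMSO alone and 100% = MG132 at 30 µM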
PPC-1+TRAIL kill – PPC-1 cancer cell killing with TRAIL present; cell killing (% activity), % at 4 µM; AID 1443; PPC-1 cells + TRAIL, ATPLite viability luminescence; hit rate 0.41% among 220,000;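 active = cell killing above 50% in the first pass at 4 µM, then a duplicate retest at 5 µM averaging 50% or more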;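 also: plate controls were cells with TRAIL plus DMSO for no effect and medium-only wells lacking cells for full effect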
FXIIa inh 1536 – factor XIIa (human) inhibition | P00748 | purified FXIIa, Boc-QGR-AMC fluorogenic substrate, 2 h | inhibition, % at 5 µM | hit rate 0.3% among 220,000; in the data active = inhibition above about 40%;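 also: 0% = enzyme with no compound and 100% = blank without enzyme; many of its hits are not listed in these tables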
Target sequence (P00748 20-372 limits assumed): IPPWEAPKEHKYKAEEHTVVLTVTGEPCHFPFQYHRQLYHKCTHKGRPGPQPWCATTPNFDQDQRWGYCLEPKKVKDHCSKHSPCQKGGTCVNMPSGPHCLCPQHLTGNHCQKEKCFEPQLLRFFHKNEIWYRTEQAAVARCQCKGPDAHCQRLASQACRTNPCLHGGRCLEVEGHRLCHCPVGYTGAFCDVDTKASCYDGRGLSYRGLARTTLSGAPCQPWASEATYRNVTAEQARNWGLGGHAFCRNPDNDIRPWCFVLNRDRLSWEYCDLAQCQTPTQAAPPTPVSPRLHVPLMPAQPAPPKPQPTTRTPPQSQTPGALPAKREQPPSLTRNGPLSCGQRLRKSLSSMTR
Target sequence (P00748 373-615 limits assumed): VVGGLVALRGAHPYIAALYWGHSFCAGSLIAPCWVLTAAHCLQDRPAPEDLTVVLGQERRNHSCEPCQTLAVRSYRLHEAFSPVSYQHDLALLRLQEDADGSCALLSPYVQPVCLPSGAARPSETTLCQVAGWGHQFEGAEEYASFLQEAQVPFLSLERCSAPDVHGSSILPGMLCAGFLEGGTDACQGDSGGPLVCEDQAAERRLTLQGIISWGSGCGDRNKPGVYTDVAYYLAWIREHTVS
CHOP inhibitor – inhibitors of CHOP induction in ER stress response; CHO-K1 CHOP-promoter luciferase, tunicamycin-induced, 15-18 h; inhibition, % at 10 µM; hit rate 3.8% among 220,000; AID 2732;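 active = compounds that reduced the stress-induced luciferase reporter signal by more than about 70% of percent inhibition, limit read from the data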;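 also: 0% = tunicamycin plus vehicle and 100% = wells without tunicamycin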
zVAD death inh – blocks zVAD induced death of L929 cells. L929 zVAD necroptosis rescue, ATP luminescence, 24 h; with zVAD 60 µM. hit rate 0.38% among 220,000. viability rescue, % at 10 µM;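 active = activation, scaled between plate controls, above about 75%, limit read from the data; inactive = activation under that limit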;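 also: 0% = zVAD with DMSO and 100% = DMSO alone without zVAD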
FXIa inh 1536 – factor XIa (human) inhibition. hit rate 0.14% among 220,000. inhibition, % at 5 µM. purified FXIa, Boc-Glu-Ala-Arg-AMC fluorogenic substrate;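 active = inhibition of at least 40%; inactive = inhibition below 40%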;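 also: fluorescence of freed AMC excited at 355 nm; 0% = enzyme without compound and 100% = no enzyme blank; many of its hits are not listed in these tables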
TNF necrop inh – TNF-alpha cell death inhibition in Jurkat FADD-/- cells. Jurkat FADD-/- TNF necroptosis rescue, ATP luminescence, 24 h; 0 = TNF only, 100 = no-TNF cells. AID 463075. hit rate 0.068% among 220,000. activation (protection from cell death), % at 10 µM;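 active = activation, meaning protection from cell death, of at least 50% relative to plate controls; inactive = activation below 50%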;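 also: necroptosis triggered by 40 ng/mL TNF-alpha added together with compound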
TbHK1 inh – blocks Trypanosoma brucei hexokinase 1 activity; hit rate 0.11% among 220,000; recombinant TbHK1, G6PDH-coupled NADH A340; inhibition, % at 10 µM; AID 1430;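 active = inhibition of 50% or more in the single-dose primary screen; inactive = inhibition below 50%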
PGE2 EP2 inh – EP2 receptor (human) inhibition; C6 glioma cells expressing human EP2, cAMP TR-FRET; cells stimulated with saturating PGE2; inhibition, % at 25 µM; hit rate 0.52% among 260,000; AID 1422;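 active = percent inhibition above 40 after rounding to a whole number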;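 also: rat C6 glioma host cells with rolipram phosphodiesterase inhibitor present; the protocol text gives 20 µM as final concentration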
Target sequence (P43116 whole entry, looked up): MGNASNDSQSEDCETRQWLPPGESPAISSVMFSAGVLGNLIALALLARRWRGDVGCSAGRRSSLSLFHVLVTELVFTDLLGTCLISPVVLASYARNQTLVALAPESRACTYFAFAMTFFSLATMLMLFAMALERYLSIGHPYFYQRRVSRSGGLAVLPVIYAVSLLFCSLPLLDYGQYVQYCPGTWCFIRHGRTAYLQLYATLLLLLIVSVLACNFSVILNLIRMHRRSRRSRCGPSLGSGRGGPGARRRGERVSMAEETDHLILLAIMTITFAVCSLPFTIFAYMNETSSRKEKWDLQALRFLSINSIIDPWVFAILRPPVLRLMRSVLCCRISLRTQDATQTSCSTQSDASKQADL
* = called active by the depositor; nt = not tested or not shown; & = joins results of further samples.

The first two compounds (preview)
| SMILES | Wee1 degr inh | PPC-1+TRAIL kill | FXIIa inh 1536 | CHOP inhibitor | zVAD death inh | FXIa inh 1536 | TNF necrop inh | TbHK1 inh | PGE2 EP2 inh |
| --- | --- | --- | --- | --- | --- | --- | --- | --- | --- |
| CCN(CC)S(=O)(=O)c1ccc(NC(=O)Cn2c(=O)sc3ccccc32)cc1 | 9.2* | 0 | 18 | 16 | 0.4 | 2 | 1.9 | 13 | 12&11 |
| C=CCN(c1cccc(C(F)(F)F)c1)S(=O)(=O)c1cccc(C(=O)OCC(=O)NC(N)=O)c1 | 2 | 20 | 16 | 37 | 0.7 | 8 | -0.2 | 2 | 7 |

This part in full, from the start:
| SMILES | Wee1 degr inh | PPC-1+TRAIL kill | FXIIa inh 1536 | CHOP inhibitor | zVAD death inh | FXIa inh 1536 | TNF necrop inh | TbHK1 inh | PGE2 EP2 inh |
| --- | --- | --- | --- | --- | --- | --- | --- | --- | --- |
| CCN(CC)S(=O)(=O)c1ccc(NC(=O)Cn2c(=O)sc3ccccc32)cc1 | 9.2* | 0 | 18 | 16 | 0.4 | 2 | 1.9 | 13 | 12&11 |
| C=CCN(c1cccc(C(F)(F)F)c1)S(=O)(=O)c1cccc(C(=O)OCC(=O)NC(N)=O)c1 | 2 | 20 | 16 | 37 | 0.7 | 8 | -0.2 | 2 | 7 |
| CC(=O)Nc1ccc(NC(=O)C2CCN(c3ccc(C(F)(F)F)cn3)CC2)cc1 | 4 | 15 | 3 | -4 | -0.5 | -4 | 0.9 | 0 | 7 |
| Cc1ccc(S(=O)(=O)N2CCN(C(=O)CSc3nnnn3C)CC2)c(C)c1 | 0 | 14 | 7 | 13 | -0.3 | -6 | 0.5 | 1 | 8 |
| O=C(COC(=O)c1ccccc1NC(=O)c1ccco1)Nc1ccc2c(c1)OC(F)(F)O2 | 1 | 16 | -4 | -15 | 0.9 | 1 | -0.4 | -14 | 2 |
| CN(C)C(=O)COC(=O)c1ccccc1NC(=O)c1ccco1 | 2 | 1 | 7 | 1 | 2.8 | -7 | -0.4 | -11 | 9 |
| CCOc1ccc(N2C(=O)CN=C2Nc2ccccc2Cl)cc1 | -3 | -1 | 9 | 5 | -0.3 | -6 | -2.7 | 3 | 12 |
| C[C@@H]1CC=C[C@H]2[C@H]1C(=O)N(Cc1ccccc1)[C@H]2c1ccc(F)c(-c2ccc(N(C)C)cc2)c1 | nt | 10 | 1 | -19 | 0.7 | -1 | 3.9 | -17 | 8 |
| COc1ccc(OC)c(S(=O)(=O)Nc2ccccc2SC)c1 | 2 | -2 | 7 | 8 | -0.3 | 4 | -1.9 | 2 | 3 |
| O=C(NCc1ccc2c(c1)OCO2)C12CN(Cc3ccccc3)CC1C(c1cccc([N+](=O)[O-])c1)=NO2 (stereo not given) | -2 | 5 | 20 | 10 | 1.0 | 18 | -1.3 | 3 | 19 |
| COc1ccc(Nc2nc(N)nc(CSc3nncn3C)n2)cc1 | 8 | 8 | 3 | 2 | 1.0 | -1 | -1.5 | 1 | 2 |
| C/C=C(\C)C(=O)NCCN1C2=NC[C@H](Cc3ccc(O)cc3)N2C[C@@H]1Cc1ccc(OC)cc1 | 3 | -4 | 4 | 6 | -1.0 | 0 | 0.9 | 0 | 10 |
| CCN(CC)CCn1c(=N)n(CC(O)COc2ccccc2)c2ccccc21 (stereo not given) | -1 | 21 | 2 | -4 | 0.5 | 5 | -4.4 | 4 | 2 |
| Cc1ccc(S(=O)(=O)N2CCN(S(=O)(=O)N3CCCCC3)CC2)cc1 | 2 | -3 | 10 | -18 | 0.0 | 2 | 0.4 | -2 | 8 |
| COC(=O)/C(=C1/Oc2cc3c(cc2S1)OCO3)C(F)(F)F | 0 | 14 | 9 | 42 | 4.6 | 0 | 1.9 | -15 | 4 |
| Cc1coc2c(O)cc3c(c12)OC1(N2CCCCC2)C(=O)NCCCC31 (stereo not given) | -3 | 21 | 8 | 0 | nt | 1 | -14 | -3 | 8 |
| O=C(CCN1C(=O)c2ccccc2S1(=O)=O)N1CCN(c2ccccc2)CC1 | 6 | -18 | 7 | -11 | 0.8 | -5 | 0.7 | -3 | 5 |
| CCOc1ccc(-n2c(C)nc3cc(C(=O)NCc4ccc5c(c4)OCO5)ccc32)cc1 | 3 | 16 | 14 | 13 | 0.1 | 8 | 0.5 | -2 | 16 |
| COc1cccc(NC(=O)COC(=O)c2ccccc2C(=O)N2CCN(c3ccccc3)CC2)c1 | 1 | 17 | 7 | 7 | 1.4 | -2 | -1.9 | -4 | 11 |
| CCOc1cccc(OCCn2cnc3ccccc3c2=O)c1 | 2 | 7 | 13 | -10 | -0.3 | 8 | 0.3 | 2 | 6 |
| OCCN1CCN(Cc2cccc(Oc3ccc(Cl)cc3)c2)CC1 | -4 | 2 | 7 | 2 | -0.1 | 0 | -1.7 | 8 | 9 |
| COc1ccnc(Oc2ccccc2)c1C(=O)N/C=N/OCc1ccccc1 | 0 | 15 | 3 | 14 | 0.0 | -3 | 2.2 | 0 | 5 |
| O=c1c[n+]([O-])c2ccccc2n1OCc1c(F)cccc1F | -3 | 27 | 9 | 88* | 0.0 | 4 | -2.2 | -18 | 14 |
| O=C(c1ccc(S(=O)(=O)N2CCCC2)cc1)N(Cc1ccco1)C1CCS(=O)(=O)C1 (stereo not given) | 1 | 9 | 8 | -6 | 1.2 | 1 | -1.1 | -8 | 0 |
| O=C(Cc1nc2ccccc2[nH]1)c1ccc([N+](=O)[O-])cc1 | 1 | 6 | 10 | -12 | 1.6 | -7 | -6.0 | -12 | 15 |
| CCC1(C)Cc2c(sc3nc4n(c(=O)c23)CCS4)CO1 (stereo not given) | 2 | 0 | -11 | 32 | 1.3 | -2 | 1.3 | -5 | 2 |
| Cc1cc(C)nc(Nc2n[nH]c(COc3cccc4ccccc34)n2)n1 | 0 | 14 | 0 | 18 | -0.1 | 2 | -5.0 | -5 | nt |
| CN(CCNC(=O)Cn1c(=O)sc2ccccc21)Cc1ccccc1 | nt | -14 | 9 | 33 | 1.1 | 0 | 1.0 | -2 | 6 |
| Clc1ccccc1-c1ccc(/C=N/n2cnnc2)o1 | -2 | -6 | 2 | 33 | 0.1 | 3 | -3.0 | -74 | 9 |
| Cc1ccc(CC(NC(=O)c2ccccc2)C(=O)NC(Cc2ccccc2)C(=O)O)cc1 (stereo not given) | -3 | -4 | 0 | 21 | 2.0 | -1 | 0.0 | -2 | 4 |

Fetched by compound from the entries so far (4):
| SMILES | Wee1 degr inh | PPC-1+TRAIL kill | FXIIa inh 1536 | CHOP inhibitor | zVAD death inh | FXIa inh 1536 | TNF necrop inh | TbHK1 inh | PGE2 EP2 inh |
| --- | --- | --- | --- | --- | --- | --- | --- | --- | --- |
| CCN(CC)CCn1c(=N)n(CC(O)COc2ccccc2)c2ccccc21 (stereo not given) | -1 | 21 | 2 | -4 | 0.5 | 5 | -4.4 | 4 | 2 |
| Clc1ccccc1-c1ccc(/C=N/n2cnnc2)o1 | -2 | -6 | 2 | 33 | 0.1 | 3 | -3.0 | -74 | 9 |
| Cc1cc(C)nc(Nc2n[nH]c(COc3cccc4ccccc34)n2)n1 | 0 | 14 | 0 | 18 | -0.1 | 2 | -5.0 | -5 | nt |
| COc1ccc(OC)c(S(=O)(=O)Nc2ccccc2SC)c1 | 2 | -2 | 7 | 8 | -0.3 | 4 | -1.9 | 2 | 3 |

Carrying on:
SMILES	Wee1 degr inh	PPC-1+TRAIL kill	FXIIa inh 1536	CHOP inhibitor	zVAD death inh	FXIa inh 1536	TNF necrop inh	TbHK1 inh	PGE2 EP2 inh
Fc1ccccc1C1c2cccn2CCN1C(=S)Nc1ccc(Br)cc1 (stereo not given)	-1	10	8	51	-0.6	10	-1.5	5	7
O=Cc1cccn1-c1nccc(-c2ccco2)n1	3	6	6	15	8.5	-3	-0.9	-4	9
COc1ccc(Cc2nnc(N/N=C/c3ccc(N(C)C)cc3)[nH]c2=O)cc1OC	-2	-7	14	-45	0.2	1	5.8	-13	14
Cc1ccc(C(=O)N2CCN(C(=O)c3ccccc3)C2c2ccc(N(C)C)cc2)cc1 (stereo not given)	1	23	7	-15	0.8	5	2.4	4	4
CCCCCCn1c(SCCOC)nc2c1c(=O)[nH]c(=O)n2C	nt	19	30	12	-1.3	16	-4.6	-11	14
CC(C)C(=O)N1CCC(c2nc(-c3ccc(S(=O)(=O)N4CCN(C)CC4)cc3)no2)CC1	-3	14	9	-2	1.4	4	1.8	-2	8
CCCCCOC(=O)Cc1c(C)nc(-c2ccccc2)[nH]c1=O	2	3	5	13	3.5	-4	1.2	38	8
C=C(C)CSCc1nc2ccccc2[nH]1	1	15	31	-43	-0.5	20	4.3	-2	5
Cc1onc(-c2ccccc2Cl)c1C(=O)N(Cc1nc(-c2ccccc2)no1)C1CCCCC1	-3	7	17	20	0.8	6	0.7	3	6
c1ccc2c(c1)ncn2-c1ccc(-c2ccnc(-c3ccncc3)n2)cc1	0	-6	7	99*	0.2	-2	-9.6	-9	nt
Cc1ccc(NC(=O)CCCCCN2C(=O)c3ccccc3C2=O)nc1	-2	16	14	-1	1.9	6	4.6	1	6
COC(=O)C1=C(C)Nc2c(c(=O)n(C)c(=O)n2C)C1c1ccc(Cl)cc1 (stereo not given)	-3	25	5	34	0.4	4	-0.8	-12	-1
CCn1c(-c2cccn(Cc3ccc(Cl)cc3Cl)c2=O)n[nH]c1=S	-4	14	10	-7	0.3	1	-0.5	-5	13
Nc1nnnn1/N=C\c1ccc(Cl)c([N+](=O)[O-])c1	-1	15	13	-51	-0.1	0	-6.6	-1	9
CC(=O)Oc1c(Cl)cc(Cl)cc1/C=C/c1ccc2ccccc2n1	-2	2	14	17	-0.1	7	-7.6	-8	13
O=C1C=C(Nc2ccccc2)c2ccccc2C1=O	-2	2	11	66	31	2	-10	-11	19
CC(=O)N1CCc2cc(C(=O)CN3CCN(c4ccccc4F)CC3)ccc21	0	18	11	25	0.8	5	-1.5	-19	8
COc1ccccc1CCNC(=O)CCSc1nc(-c2ccco2)cc(C(F)(F)F)n1	2	4	13	29	0.3	0	0.4	5	8&12
COc1ccccc1NC(=S)N1CCC(NC(=O)C23CC4CC(CC(C4)C2)C3)CC1	-5	4	-1	-9	14	-6	1.2	4	6&5
CNC(=S)N1CCn2cccc2C1c1cc(OC)c(OC)c(OC)c1 (stereo not given)	-1	9	8	25	1.3	-3	1.9	0	9
COc1ccc2nc(NC(=O)C(NS(=O)(=O)c3cccc4nsnc34)C(C)C)sc2c1 (stereo not given)	0	-12	3	40	-0.4	-3	-2.1	0	nt
O=C(C1CCCN(S(=O)(=O)c2ccc(F)cc2)C1)N(Cc1cccs1)C1CC1 (stereo not given)	3	9	6	18	-1.0	1	-2.4	5	13
CCN(CC)C(=O)c1cc(Cl)ccc1NC(=O)c1ccco1	3	3	4	9	0.3	-3	0.6	6	9&3

These rows are one share of the data; rates above refer to the full screens.
